AmpC inh no detg = AmpC beta-lactamase inhibition without detergent | AmpC nitrocefin hydrolysis, absorbance 480 nm, 0.0001% Triton | Potency, µM (series often up to 57.1 µM), without a hit: top-dose activity change, negative = inhibition, actives largely listed as inhibitors | 330,000 compounds, 0.52% hits | AID 485341;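 note: potency is the fitted concentration of half-maximal effect; plate controls were no compound for no effect and no enzyme for full effect; nearly all actives have a fitted effect of over 20% in size; some results filed as inactive show a strong effect at the top dose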
Target sequence (P00811 whole entry, looked up): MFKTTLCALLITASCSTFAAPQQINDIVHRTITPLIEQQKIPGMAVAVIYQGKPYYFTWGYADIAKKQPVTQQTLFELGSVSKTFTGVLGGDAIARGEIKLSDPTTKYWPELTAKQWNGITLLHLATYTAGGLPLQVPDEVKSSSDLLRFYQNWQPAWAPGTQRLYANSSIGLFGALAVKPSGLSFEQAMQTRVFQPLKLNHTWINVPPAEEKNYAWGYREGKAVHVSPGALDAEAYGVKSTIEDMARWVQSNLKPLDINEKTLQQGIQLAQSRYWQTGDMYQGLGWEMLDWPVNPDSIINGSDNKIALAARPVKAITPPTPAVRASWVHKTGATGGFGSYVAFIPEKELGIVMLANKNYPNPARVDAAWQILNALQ
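AmpC (5.3 nM in the dispensed reagent) in 20 mM phosphate pH 7.0 with 0.01% (detergent screen) or 0.0001% Triton X-100 was preincubated with compounds for 15 min at room temperature. Nitrocefin was then added from an 800 uM solution, and hydrolysis was followed at 480 nm.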
Pf growth 48h = P. falciparum growth inhibition at 48 hours (one generation); P. falciparum luciferase growth in erythrocytes, 48 h; Potency, µM (titrated, usually from 28.7 µM), for inactives: at the highest dose activity change, negative = inhibition, actives largely listed as inhibitors; 310,000 compounds, 5.9% hits; AID 504832; note: potency is the fitted concentration of half-maximal effect; % is set by controls: 0 for no effect and ±100 for the full control effect
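In quantitative HTS format, infected erythrocytes bearing luciferase-reporter parasites were treated for a single generation at 37 C. Luminescence after adding detection reagent served as the growth measure.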
Cycloheximide cs = affects cycloheximide protein synthesis inhibition readout, counter-screen | max response, % | 300,000 compounds, 12% hits | AID 2314 | cell reporter, cycloheximide protein synthesis inhibition counterscreen; in the data active = max response mostly above about 13%, no sharp cut-off; inactive = mostly below about 14%; note: read at 38.3 µM for the half of the compounds with a filed dose; 0% is about no effect
Pf growth 96h = P. falciparum growth inhibition at 96 hours | P. falciparum luciferase reporter growth, 96 h | Potency, µM (doses to about 28.7 µM), for the others: at the top dose activity change, negative = inhibition, actives largely listed as inhibitors | 320,000 compounds, 6.9% hits | AID 504834; note: potency is the fitted concentration of half-maximal effect; % is set by controls: 0 for no effect and ±100 for the full control effect
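P. falciparum expressing integrated firefly luciferase, in erythrocytes at 2% hematocrit, 0.05% parasitemia, incubated with compounds 96 h at 37 C, 5% CO2. Growth inhibition read as loss of luminescence; two-generation exposure targets delayed-death apicoplast inhibitors.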
TbPYK inhibitor = T. brucei pyruvate kinase inhibition. TbPYK enzyme, Kinase-Glo Plus ATP luminescence, 45 min. Q57TT1. 410,000 compounds, 0.12% hits. Potency, µM (top dose mostly 76.8 µM), without a hit: at the top dose activity, negative = inhibition, usual class: inhibitors; note: potency is the fitted concentration of half-maximal effect; % is set by controls: 0 for no effect and ±100 for the full control effect; nearly all actives have a fitted effect of over 50% in size
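Luminescence from Kinase-Glo Plus, added after a 45-minute room-temperature reaction, served as the end-point read-out. The enzyme and substrate were preincubated with compound before ADP (130 uM final) initiated turnover. Concentration-effect curves came from normalized qHTS data.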
Shiga toxin inh = blocks Shiga toxin action in Vero cells. Vero cells, Shiga toxin protein synthesis inhibition reporter. inhibition, % at 38.7 µM. 290,000 compounds, 9.2% hits; in the data active = inhibition mostly above about 28%, no sharp cut-off; inactive = mostly below about 43%; note: 0% is about no effect
LmPK inh = blocks Leishmania mexicana pyruvate kinase activity. Q27686. purified LmPK, Kinase-Glo ATP luminescence, 1 h. Potency, µM (doses to about 57.5 µM), without a hit: top-dose activity change, negative = inhibition, most hits filed as inhibitors. 290,000 compounds, 0.37% hits. AID 1721; note: potency is the fitted concentration of half-maximal effect; % is set by controls: 0 for no effect and ±100 for the full control effect
Target sequence (Q27686 whole entry, looked up): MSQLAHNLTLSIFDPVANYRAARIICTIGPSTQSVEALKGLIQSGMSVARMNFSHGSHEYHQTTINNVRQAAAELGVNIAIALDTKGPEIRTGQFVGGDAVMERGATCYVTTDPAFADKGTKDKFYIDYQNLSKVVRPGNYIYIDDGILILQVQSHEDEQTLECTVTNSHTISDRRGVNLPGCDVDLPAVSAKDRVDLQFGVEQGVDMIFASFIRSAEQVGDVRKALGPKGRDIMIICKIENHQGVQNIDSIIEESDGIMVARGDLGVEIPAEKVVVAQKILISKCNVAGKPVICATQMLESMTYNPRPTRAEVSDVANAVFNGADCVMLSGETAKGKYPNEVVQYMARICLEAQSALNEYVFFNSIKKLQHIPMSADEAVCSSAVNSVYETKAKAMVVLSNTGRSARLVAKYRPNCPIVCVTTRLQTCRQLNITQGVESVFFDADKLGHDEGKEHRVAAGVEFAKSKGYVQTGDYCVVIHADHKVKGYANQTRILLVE
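Kinase-Glo luminescence read after 1 h RT reaction of 0.1 nM LmPK with 0.5 mM PEP and 0.1 mM ADP. Activity scaled between uninhibited and enzyme-free controls.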
Numbers without * were called inactive; ? = inconclusive; . = no result given; & = joins results of further samples; [ ] = remark or other dose. Unless noted, calls come from the whole dose curve; as a rule, active = well fitted curve in the direction sought with a large enough effect; inconclusive = small, poorly fitted or top-dose-only effect, or another doubt; inactive = no such curve, though single readings can be large; an effect the other way counts as inactive or inconclusive.

The opening 2 records, to show the layout:
structure	AmpC inh no detg	Pf growth 48h	Cycloheximide cs	Pf growth 96h	TbPYK inhibitor	Shiga toxin inh	LmPK inh
ONC(=Nc1ccc(Cl)cc1)c1ccccc1	-10%	54%[activator]	18*	55%[activator]	6%	7	7%
CN(C)S(=O)(=O)c1cccc(C(=O)NC(=S)N(CCC#N)Cc2cccnc2)c1	-27%	5%	-4	12%	-13%	3	0%

The list itself, repeating the preview:
structure	AmpC inh no detg	Pf growth 48h	Cycloheximide cs	Pf growth 96h	TbPYK inhibitor	Shiga toxin inh	LmPK inh
ONC(=Nc1ccc(Cl)cc1)c1ccccc1	-10%	54%[activator]	18*	55%[activator]	6%	7	7%
CN(C)S(=O)(=O)c1cccc(C(=O)NC(=S)N(CCC#N)Cc2cccnc2)c1	-27%	5%	-4	12%	-13%	3	0%
COCCn1c(SCc2nc3cc(OC)c(OC)cc3c(=O)[nH]2)nnc1-c1ccncc1	0%	1%	-2	41%[activator]	-6%	-3	-3%
O=C(NNc1nc2ccccc2s1)c1ccc(F)cc1	-24%	13µM*	44*	?	-7%	89*	0%
O=C(CCc1nnc2n(Cc3ccccc3)c(=O)c3ccccc3n12)NCCCN1CCCCC1	26%	7%	4	?	2%	-3	5%
COc1ccc(NC(=O)CSc2nnc(-c3ccco3)c(-c3ccco3)n2)cc1OC	-12%	1%	4	26%	?	1	8%
CNC(=O)c1sc(Nc2cc(C)ccc2C)nc1C	-12%	22%	-3	-11%	0%	-6	5%
CN(Cc1ccccc1F)Cc1cc(=O)oc2cc(O)c(Cl)cc12	-33%	?	-4	?	0%	27	-1%
Cc1cc(NC(=O)CN(C)C)c([N+](=O)[O-])cc1C	-16%	?	15	54%[activator]	-9%	20	9%
CCCCC1CCC(C(=O)N(CC(C)C)c2c(N)n(Cc3ccccc3)c(=O)[nH]c2=O)CC1 (stereo not given)	22%	?	.	10µM*	1%	.	.
Cc1ccc(C)c(NC(=O)CN(C)C(=O)c2cc(-c3cccs3)nn2-c2ccccc2)c1	-14%	-4%	2	0%	-5%	-7	0%
O=C(NCCc1csc(-c2cccc(F)c2)n1)c1ccco1	3%	15%	13	-2%	-5%&-3%	9	5%
CCOC(=O)C1CCCN(Cc2ccc(OCc3ccccc3)cc2)C1 (stereo not given)	111%[activator]	-42%	44*	?	4%	99*	-2%
O=C(COc1ccccc1/C=C1\SC(=O)NC1=O)Nc1ccccc1	-23%	-2%	5	-16%	-7%	-8	4%[11.5 µM]
COCCn1c(SCC(=O)Nc2cc(C)on2)nc2c(c1=O)SCC2	-1%	-4%	-2	8%	-15%	-27	-10%
Cc1cc(C)nc(NC2=NCC(=O)N2c2ccc3c(c2)OCCO3)n1	?	14%	-1	.	3%	12	2%
COc1ccc(/C=C(\C#N)C(=O)N2CCOCC2)cc1Br	-21%	?	-2	-14%	-6%	-14	-4%
COc1cccc(OCC(O)CN2CCN(c3ccc(Cl)cc3)CC2)c1 (stereo not given)	56%	-2%	-4	-4%	5%	20	3%
Cc1cc(C)cc(-n2c(C)cc(/C=N/NC(=O)CN(c3c(C)cccc3C)S(C)(=O)=O)c2C)c1	-17%	?	7	.	-4%	-15	0%
CN(C)S(=O)(=O)c1cccc(NC(=O)CCCc2nc3ccccc3c(=O)[nH]2)c1	6%	1%	.	5%	-26%	.	.
Cc1ccc(Cn2c(C3CCCN3c3nc(C)cs3)nc3cc(C(F)(F)F)ccc32)cc1 (stereo not given)	92%[activator]	?	-2	?	-1%	9	1%
CCCOc1ccc(NC(=O)C2CCCNC2=O)cc1 (stereo not given)	-5%	25%	16	-1%	0%	26	-5%
COc1cc(CN2CCCCCC2)c([N+](=O)[O-])cc1OC	-8%	0%	-1	73%[activator]	6%	-14	1%
Cc1cc(C)c2c3c(sc2n1)C(=O)N(C)CC(=O)N3	-16%	2%	-2	.	-2%	-11	-1%
CCOC(=O)c1c(NC(=O)CC(C)C)sc(C(C)=O)c1C	-10%	?	-1	?	3%	10	-9%
CN1CCN(S(=O)(=O)c2cccc(C(=O)N(Cc3nnc(-c4ccccc4Cl)o3)C3CC3)c2)CC1	172%[activator]	?	1	15µM*	-8%	14	-5%
COCCn1c(SCc2ccc(F)cc2)nc2c1c(=O)[nH]c(=O)n2C	-13%	-13%	-2	13µM*	-9%	-10	-3%
S=c1[nH]nc(-c2ccco2)n1/N=C/c1ccc(Cl)c(Cl)c1	-29%	8%	-1	1%	?	-9	9%
O=[N+]([O-])c1ccc(OCCCCN2CCc3ccccc3C2)cc1	-4%	9%	-2	?	-3%	7	-6%
Cc1ccc(C(=O)COC(=O)CNC(=O)c2ccco2)cc1	-26%	5%	-3	?	.	-12	1%
CC(C)c1c(CN(C)C(C)Cc2ccccc2)n(C)n(-c2ccccc2)c1=O (stereo not given)	-24%	?	.	-1%	0%	.	.
O=C(Nc1ccc(S(=O)(=O)N2CCCC2)cc1)c1cccs1	-27%	?	8	?	-1%	8	-5%
Cc1ccccc1SCCNC(=O)c1ccccc1Br	-24%	53%[activator]	43*	?	0%	99*	-3%
O=C(CSc1nnc(-c2ccc(O)cc2)n1Cc1ccco1)N1CCc2ccccc2C1	-50%	?	-4	2%[5.75 µM]	-5%	49	-1%
CCCCn1c(O)c(C(C)=NCc2ccco2)c(=O)[nH]c1=O	-22%	7%	1	8%	4%	-13	-2%
O=C(NCCCN1CCN(Cc2ccccc2)CC1)C1CCN(S(=O)(=O)N2CCCC2)CC1	48%	6%	-5	-16%	3%	27	5%
CC(NC(=O)c1cccc(OC2CCN(C3CCN(C)CC3)CC2)c1)c1ccccc1 (stereo not given)	19%	?	2	?	0%	-6	6%
CC(C)NC(=O)c1ccc2c(=O)n(Cc3ccco3)c(=S)[nH]c2c1	-23%	-23%	7	?	-9%	-6	-3%
COc1ccccc1C(=O)NCCC(=O)NCC1CCCO1 (stereo not given)	-10%	0%	.	34%[activator]	2%	.	.
COc1cc(OC)c(S(=O)(=O)Nc2ccccc2N2CCOCC2)cc1NC(C)=O	18%	?	-1	2%	-4%	-2	6%

Profiles as entered above:
Cc1cc(C)cc(-n2c(C)cc(/C=N/NC(=O)CN(c3c(C)cccc3C)S(C)(=O)=O)c2C)c1 is entered as AmpC inh no detg = -17%; Pf growth 48h = ?; Cycloheximide cs = 7; Pf growth 96h = .; TbPYK inhibitor = -4%; Shiga toxin inh = -15; LmPK inh = 0%
COc1ccc(/C=C(\C#N)C(=O)N2CCOCC2)cc1Br is entered as AmpC inh no detg = -21%; Pf growth 48h = ?; Cycloheximide cs = -2; Pf growth 96h = -14%; TbPYK inhibitor = -6%; Shiga toxin inh = -14; LmPK inh = -4%
O=C(NNc1nc2ccccc2s1)c1ccc(F)cc1 is entered as AmpC inh no detg = -24%; Pf growth 48h = 13µM*; Cycloheximide cs = 44*; Pf growth 96h = ?; TbPYK inhibitor = -7%; Shiga toxin inh = 89*; LmPK inh = 0%

Five entries already listed, ordered by SMILES length, rising.
structure	AmpC inh no detg	Pf growth 48h	Cycloheximide cs	Pf growth 96h	TbPYK inhibitor	Shiga toxin inh	LmPK inh
COc1ccccc1C(=O)NCCC(=O)NCC1CCCO1 (stereo not given)	-10%	0%	.	34%[activator]	2%	.	.
Cc1cc(C)c2c3c(sc2n1)C(=O)N(C)CC(=O)N3	-16%	2%	-2	.	-2%	-11	-1%
CCCCn1c(O)c(C(C)=NCc2ccco2)c(=O)[nH]c1=O	-22%	7%	1	8%	4%	-13	-2%
COc1cc(OC)c(S(=O)(=O)Nc2ccccc2N2CCOCC2)cc1NC(C)=O	18%	?	-1	2%	-4%	-2	6%
O=C(CSc1nnc(-c2ccc(O)cc2)n1Cc1ccco1)N1CCc2ccccc2C1	-50%	?	-4	2%[5.75 µM]	-5%	49	-1%

Following part.
structure	AmpC inh no detg	Pf growth 48h	Cycloheximide cs	Pf growth 96h	TbPYK inhibitor	Shiga toxin inh	LmPK inh
CCOC(=O)CSc1nc(=O)n2cccc(C)c2n1	-19%	-10%	-4	10%	3%	-6	0%
CCCCNC(=O)C1CCN(S(=O)(=O)c2ccc3c(c2)CC(C)N3C(=O)C2CC2)CC1 (stereo not given)	65%[activator]	?	-2	?	3%	-6	-3%
COc1ccccc1C(=O)NC(CCSC)C(=O)NCC(c1cccs1)N1CCOCC1 (stereo not given)	49%	?	.	-3%	6%	.	.
COc1cc(C#Cc2c(-c3cncn3C)n(C)c3ccc(-c4ccc(OC)c(OC)c4)cc23)cc(OC)c1	51%	1.3µM*	.	5.2µM*	2%	.	.
O=C(COc1ncnc2c(Cl)cc(Cl)cc12)Nc1cc([N+](=O)[O-])ccc1Cl	-16%	19%	-2	37%[activator]	-1%	-17	2%
CCOC(CNc1cc(C)nc2c(-c3ccccc3OC)c(C)nn12)OCC	86%[activator]	3%[0.00184 µM]	-3	7%	-1%	-8	1%
N#Cc1c(N2CCN(c3ccc(F)cc3)CC2)nc(N)c2c(N)nc3c(c12)CC(=O)N3C1CC1	-13%	0.93µM*	8	2.6µM*	-10%	12	-1%
Nc1ccc(CCC(=O)N2CCCC2)cc1	-10%	-22%	0	?	9%	-7	-3%
Cc1ccc(Nc2cnn(C34CC5CC(CC(CC(=O)O)(C5)C3)C4)c(=O)c2Cl)cc1	-15%	-5%	-4	.	-3%	20	-2%
COc1ccc(-n2cnnc2SCC(=O)Nc2ccc(N3CCOCC3)cc2)cc1	14%	?	2	11%	0%	25	-2%
CCN(CC)CCCN(C(=O)c1cccc(C)c1)c1nc(-c2ccc(OC)cc2)cs1	122%[activator]	?	-9	4.1µM*	-13%	.	2%
CC12CCC(C(=O)N3CCCCCC3)(OC1=O)C2(C)C (stereo not given)	-8%	18%	-1	-10%	-9%	-1	0%
CCCCCC(=O)Nc1cccc(C2=NOC3(C2)C[C@H](C(N)=O)N(C(=O)CC#N)C3)c1 (stereo not given in full)	0%	43%[activator]	-6	44%[activator]	.	2	-1%
CC1=C(C#N)S(=O)(=O)C(C#N)C(c2ccccc2)C1 (stereo not given)	-40%	15%	-3	-6%	4%	2	5%
CCN1CCc2c(sc(NC(=O)c3ccc(S(=O)(=O)N(CC)c4ccccc4)cc3)c2C(N)=O)C1	66%[activator]	?	7	13µM*	0%	18	1%
CCOC(=O)Cc1csc(CC(N)=O)n1	-14%	2%	-3	24%	-4%	-2	-1%
O=C(O)c1cccc(-c2nc3ccccc3[nH]2)c1	-13%	197%[activator]	27*	2.3µM*	-14%	32*	-27%
COc1cccc2c(=O)c(C(=O)NCc3cccs3)c[nH]c12	-10%	31%[activator]	53*	3%	-1%	76*	3%
CN(C)S(=O)(=O)c1cccc(-n2sc3ccccc3c2=O)c1	35µM*	?	17	?	4µM*	40	-2%

Compound activity (PubChem)
